ASAP1 GAP inh: blocks human ASAP1-stimulated Arf1 GTP hydrolysis; GDP FP detection; Q9ULH1; inhibition, % at 16.5 µM; actives 0.19% (n = 360,000); AID 624377; in the data active = inhibition above about 25%;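 note: 0% = vehicle with enzyme and substrate and 100% = no enzyme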
PLCb3 inh: PLC-beta3 (human) inhibition, primary screen. actives 0.18% (n = 370,000). inhibition, % at 12.2 µM. Purified PLC-beta3, fluorogenic substrate, fluorescence. AID 720704. Q01970; in the data active = inhibition above about 11%;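 note: 0% = median of compound wells on plate and 100% = full blocker control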
DDE Tn7 FP inh: inhibitors of Tn7 peptide binding to human fibrin DD(E); actives 0.13% (n = 370,000); FP displacement of FITC-Tn7 peptide from fibrin DD(E); 0% = median of compound wells per plate; inhibition, % at 8.3 µM;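 active = inhibition above the mean of compounds falling within the control limits plus 3 SD of them, cut at about 14% in these data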;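 note: 0% = plate median of compound wells and 100% = 10 µM Aha-Tn7 peptide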
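Measure: % inhibition scaled between sample-field median and high-control FP; Test system: human fibrin DD(E); Quantity: 2 µM final DD(E) protein; Doses: one dose, 8.3 µM nominal; Schedule: compound with protein 10 min, then 3 h after probe, room temperature; Detection: fluorescence polarization; Medium: Tris buffer with calcium and detergent, pH 7.8.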
UHRF1 MBD2 ctr: UHRF1 methyl-DNA binding inhibition; Q96T88; UHRF1 binding to methylated oligo, TR-FRET; inhibition, % at 4.4 µM; actives 0.75% (n = 370,000); AID 687016; in the data active = inhibition above about 21%;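 note: UHRF1 SRA domain binding a hemimethylated CpG hairpin DNA probe; 0% = median of test compound wells and 100% = reference inhibitor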
MBD2 inh: inhibitors of human MBD2 binding to methylated oligonucleotide. Q9UBB5. TR-FRET. inhibition, % at 4.4 µM. actives 0.31% (n = 370,000); in the data active = inhibition above about 13%
Target sequence (Q9UBB5 whole entry, looked up): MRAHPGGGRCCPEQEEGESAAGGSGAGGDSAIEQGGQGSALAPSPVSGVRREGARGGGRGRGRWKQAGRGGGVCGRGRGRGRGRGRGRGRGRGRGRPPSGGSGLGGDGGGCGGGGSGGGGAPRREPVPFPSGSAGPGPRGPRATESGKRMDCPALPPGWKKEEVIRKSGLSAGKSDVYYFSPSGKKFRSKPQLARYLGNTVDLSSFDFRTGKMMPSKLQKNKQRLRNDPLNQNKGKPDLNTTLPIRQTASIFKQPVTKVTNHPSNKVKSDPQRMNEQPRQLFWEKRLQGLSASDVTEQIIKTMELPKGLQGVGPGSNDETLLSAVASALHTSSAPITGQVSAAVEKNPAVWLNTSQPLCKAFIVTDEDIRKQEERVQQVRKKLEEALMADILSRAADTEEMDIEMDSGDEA
PLCg1 inh: blocks human PLC-gamma1 enzyme activity; AID 720700; actives 0.84% (n = 370,000); P19174; purified PLC-gamma1, fluorogenic substrate, fluorescence; inhibition, % at 12.2 µM; in the data active = inhibition above about 9.5%
KLK7 zymogen act: activators of human kallikrein-7 zymogen; P49862; purified proKLK7, EDANS-DABCYL substrate fluorescence; 100% is mature enzyme control, 0% vehicle; activation, % at 7 µM; actives 0.9% (n = 370,000); AID 652039;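 active = activation above the mean of all tested compounds plus 3 SD, computed per campaign excluding outliers beyond control limits, cut at about 13% in these data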
ARFGAP1 inhibitor: rat ARFGAP1 inhibition; Q62848; inhibition, % at 16.5 µM; actives 0.26% (n = 360,000); Arfgap1-stimulated ARF1 GTP hydrolysis, GDP FP detection; AID 651572;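 active = inhibition above a per-plate limit, mean inhibition of low control wells plus 3 SD, cut at about 25% in these data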;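 note: 0% = DMSO wells with enzyme and 100% = wells lacking Arfgap1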
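Material: rat Arfgap1 catalytic domain, aa 1-136; also added: human ARF1(Δ1-17)-GTP substrate; compound dosing: one concentration, 16.5 µM, DMSO 1.26%; incubation: GTP hydrolysis reaction 2 h at 25 °C; measured by: Tracer-displacement fluorescence polarization with EDTA stop, 620/688 nm; evaluation: % inhibition from polarization; repeats: one replicate per compound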
DDE Tn6 FP inh: disrupts Tn6 cyclic peptide binding to fibrin D-Dimer-E complex | P02675 | Fibrin DD(E) TRITC-Tn6 fluorescence polarization displacement | inhibition, % at 8.3 µM | actives 0.21% (n = 370,000);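 active = inhibition above a per-campaign cutoff: mean of compounds within control limits plus 3 SD, cut at about 15% in these data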;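 note: 0% = median of all compound wells on the plate and 100% = blocking peptide control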
ADAM17 inh: ADAM17 inhibition, QFRET primary screen. P78536. recombinant ADAM17, EDANS/DABCYL FRET peptide cleavage. inhibition, % at 6.95 µM. actives 0.83% (n = 370,000);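 active = inhibition above the mean of compounds lying between control limits plus 3 SD, set per campaign, cut at about 8.5% in these data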;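 note: 0% = DMSO-only wells as the low control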
Target sequence (P78536 215-824 limits assumed): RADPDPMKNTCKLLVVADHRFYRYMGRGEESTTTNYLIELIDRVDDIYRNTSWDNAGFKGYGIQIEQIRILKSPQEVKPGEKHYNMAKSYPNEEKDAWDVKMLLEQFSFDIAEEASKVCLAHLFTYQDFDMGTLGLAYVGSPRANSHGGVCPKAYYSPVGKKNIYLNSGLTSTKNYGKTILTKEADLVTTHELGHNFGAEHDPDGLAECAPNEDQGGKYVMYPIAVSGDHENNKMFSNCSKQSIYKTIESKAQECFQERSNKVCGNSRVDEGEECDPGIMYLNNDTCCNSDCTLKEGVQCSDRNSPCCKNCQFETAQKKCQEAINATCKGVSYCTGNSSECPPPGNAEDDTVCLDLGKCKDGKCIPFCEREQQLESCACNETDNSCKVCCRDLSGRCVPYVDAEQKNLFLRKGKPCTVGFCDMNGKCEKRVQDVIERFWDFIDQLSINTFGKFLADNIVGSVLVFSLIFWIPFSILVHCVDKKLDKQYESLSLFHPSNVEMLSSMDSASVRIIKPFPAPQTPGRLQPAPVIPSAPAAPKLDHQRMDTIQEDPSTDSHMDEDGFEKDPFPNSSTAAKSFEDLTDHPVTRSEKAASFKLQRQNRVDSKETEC
* marks the source's active call; other numbers are inactive results; & = joins results of further samples.

SMILES	ASAP1 GAP inh	PLCb3 inh	DDE Tn7 FP inh	UHRF1 MBD2 ctr	MBD2 inh	PLCg1 inh	KLK7 zymogen act	ARFGAP1 inhibitor	DDE Tn6 FP inh	ADAM17 inh
O=C(COc1ccccc1[N+](=O)[O-])N/N=C/c1ccccn1	21	3	5	1	2	1	0.6	-15	1	1
NC(=O)COC(=O)c1ccccc1SCC(=O)NC1CCCCCCC1	-5	-3	0	0	0	-4	1.2	-3	-2	-5
O=C(NNc1ccc(Cl)cc1)c1c(F)cccc1Cl	-2	-5	9	4	3	-1	0.0	-4	1	-7
CC(=O)N1CCN(c2ccc(NC(=O)c3ccccc3Cl)cc2)CC1	-4	-9	3	3	5	2	-0.5	-2	-3	2
O=C(Nc1cccc(Cl)c1)Nc1cc(S(=O)(=O)N2CCOCC2)ccc1N1CCCC1	13	0	-5	3	0	11*	0.2	3	-6	1
COc1ccc(S(=O)(=O)N2CCC(C(=O)NC3CCCCC3)CC2)cc1OC	-6	-9	3	2	6	0	-0.5	-6	-4	-1
Cn1nnnc1P(=O)(c1ccccc1)c1ccccc1	0	1	-4	3	2	-2	-0.2	-4	6	-5
Cc1ccnc(N/C=C(/NC(=O)c2ccccc2)C(=O)N/N=C\c2ccc(F)cc2)n1	7	0	0	-13	1	-3	0.1	4	9	-3
CCC1Sc2ccc(S(=O)(=O)CCC(=O)Nc3ccc(C(=O)OC)cc3)cc2NC1=O (configuration not stated)	-5	-6	-3	-1	-1	0	-1.1	-1	3	1
CN(C)S(=O)(=O)c1cccc(NC(=O)/C=C/c2ccc(S(=O)(=O)N3CCOCC3)cc2)c1	4	-8	-3	0	2	-5	0.2	0	-4	1
OCCCCCNc1ncnc2ccccc12	2	-28	5	17	-2	-25	-0.1	9	-3	-9
COc1cc(/C=N/n2cnnc2)ccc1OS(=O)(=O)c1ccccc1[N+](=O)[O-]	-14	-1	-3	2	2	-4	0.7	1	7	-4
CCOC(=O)CSc1nc2sc(C(=O)O)c(C)c2c(=O)[nH]1	-6	3	1	-1	-1	5	0.1	8	3	0
COc1ccc(CNC(=O)CNS(=O)(=O)c2cccc(C#N)c2)cc1OC	2	-4	5	-2	1	2	-0.5	-5	-6	-1
O=C(COc1ccccc1)Nc1ncn[nH]1	0	-7	5	10	10	2	0.1	-7	-8	-6
Cc1c(NS(=O)(=O)c2cccc(C(=O)Nc3ccccc3)c2)c(=O)n(-c2ccccc2)n1C	-10	-4	4	-4	-4	2	0.2	-10	3	-10
CC1CN(Cc2ccc(Cl)cc2Cl)CC(C)O1 (configuration not stated)	-2	1	-9	0	1	4	-0.3	-2	6	2
O=C(Nc1ccc(C(=O)OC2CCCCC2)cc1)c1ccncc1	3	-5	-1	5	6	2	1.0	7	-12	-1
O=c1nc(/C=C/c2cccn2-c2ccc([N+](=O)[O-])cc2)cc(C(F)(F)F)[nH]1	-13	-1	-3	-2	-5	4	-0.5	-4	0	-2
CC(=O)Nc1ccc(S(=O)(=O)NCCSCc2ccccc2Cl)cc1	-3	0	-5	1	-5	1	-0.1	9	0	5
CCN(C(=O)CN1CCN(c2cccc(Cl)c2)CC1)c1c(N)n(Cc2ccccc2)c(=O)[nH]c1=O	-1	-5	4	-1	4	3	-0.1	-1	-11	-7
COc1ccc(OCC(=O)N/N=C/C2CC=CCC2)cc1 (configuration not stated)	-1	-10	0	-4	2	-1	-0.1	0	1	2
Cc1ccc2c(c1)/C(=N/OC(=O)c1ccc(F)cc1)CCS2	3	-1	7	1	2	4	-0.5	-2	8	-4
O=C(NCC(c1ccco1)N1CCN(c2ccc(F)cc2)CC1)C(=O)NC1CCCCC1 (configuration not stated)	-2	-4	-4	3	-4	5	-0.2	0	-2	1
COc1cccc(CNC(=O)Cn2nc([N+](=O)[O-])c(Br)c2C)c1	1	-8	-3	0	-1	2	0.4	5	0	-2
COc1ccc(S(=O)(=O)N(C)C)cc1NCC(=O)Nc1ccc(Br)c(C)c1	13	-9	7	0	4	-1	0.3	6	-1	3
Cc1ccc(-c2c(C(=O)N/N=C/c3ccc4c(c3)OCO4)nnn2-c2nonc2N)cc1	-3	-54	3	-2	-5	-28	195*	14	-12	-5
COC(c1ccccc1)c1nnc(CCC(=O)NCCc2ccc(Cl)cc2)o1 (configuration not stated)	1	-5	5	-3	-3	1	0.1	-3	4	-3
Cc1ccccc1Cn1nc(C)c(NC(=O)C(F)(F)F)c1C	-3	0	0	2	1	7	-0.2	11	6	6
COC(=O)NC(NC(=S)Nc1cccc(C)c1)C(Cl)(Cl)Cl (configuration not stated)	4	2	9	1	-9	-3	0.8	-8	2	1
CSCCC(NC(=O)c1ccccc1)C(=O)NCc1ccc(S(N)(=O)=O)cc1 (configuration not stated)	-1	-3	-1	-1	0	0	-0.2	8	3	-4
CCOC(=O)c1ccccc1N/C=C/C(=O)c1ccccc1	5	-10	-1	5	-4	-10	-2.3	1	2	-6
CN(C)S(=O)(=O)c1cccc(NC(=O)c2cncc(Br)c2)c1	1	6	6	-2	1	8	0.6	4	0	0
COC(=O)[C@@]12C[C@@H](CC(=O)N3CCCCC3)C(=O)N(Cc3ccc4c(c3)OCO4)C1=CCC(C)(C)C2	1	2	2	-4	-1	0	-0.1	-4	9	-2
COCCN1C2=C(C(=O)CC(C)(C)C2)C(c2ccc(O)c(OC)c2)C2=C1CC(C)(C)CC2=O	5	-12	-3	0	-3	-9	-0.1	-1	2	-6
COc1cccc(NC(=O)CN2CCN(c3ccc(F)cc3)CC2)c1	10	-1	2	-2	1	-1	0.1	-5	-5	-5
CC1CCCCC12NC(=O)N(CC(=O)NCc1ccccc1)C2=O (configuration not stated)	-15	-1	-3	10	-2	0	-0.1	6	-1	-4
CN1C(=O)c2ccc(NC(=O)c3cccc4ccccc34)cc2C1=O	-7	-7	3	1	-7	-6	-4.6	6	12	-2
COc1ccccc1C(=O)NCCC(=O)NC1=NCCS1	14	-3	6	0	1	-2	0.8	-10	3	-4
CN(C)S(=O)(=O)c1ccc(C(=O)NCC(C)(C)N2CCOCC2)cc1	15	-10	5	3	-3	0	0.8	-1	-3	-4
O=C1Nc2ccccc2C1=Nc1ccc(-c2nnc3n2CCCCC3)cc1	-8&-7	-3&0	-6&-2	-6&-3	-16&-4	-1&3	0.2&0.6	-6&-13	3&0	-4&-1
CCCCCCNC(=O)O[C@H]1Cn2c(=O)ccc(=O)n2[C@@H]2CN(S(=O)(=O)c3ccc(C)cc3)C[C@]12O	3	2	1	-1	3	3	0.1	-4	-8	1
COc1cccc2c(=O)n(CC(=O)N3CCCCC3)ccc12	2	-1	-3	5	3	5	0.1	-6	0	-15
COc1cc(/C=N/NC(=O)c2cc(-c3ccccc3)nc3ccccc23)ccc1O	12	-7	3	0	-3	0	-0.6	12	1	1
O=C(Nc1ccc(Oc2ccccc2)cc1)c1csc([C@H]2C[C@H](O)[C@@H](CO)O2)n1	10	2	2	-3	3	-1	0.1	-3	5	2
CCN(CC)CCN1c2ccccc2Sc2ccccc21	-4	-4	3	-2	-8	1	0.5	4	2	-1
COCCCNc1nc(CC(C)C)nc2c1nnn2Cc1ccccc1	2	0	0	1	-1	2	0.3	8	2	4
COC(=O)CNc1nc(Cl)nc(Nc2ccc(Cl)cc2)n1	-4	1	5	-1	1	1	0.1	-5	2	-2
COc1cccc(NC(=O)NC2CCN(Cc3nnnn3Cc3ccc4c(c3)OCO4)CC2)c1	2	1	3	-1	0	-1	0.1	-1	-3	-1
COc1ccc2cc(C[C@@H]3CC[C@@H](CNC(N)=O)O3)ccc2c1	-3	-2	6	2	2	-1	0.5	7	3	-2

Single records, from the list above.
`COc1ccc2cc(C[C@@H]3CC[C@@H](CNC(N)=O)O3)ccc2c1` is listed as ASAP1 GAP inh: -3; PLCb3 inh: -2; DDE Tn7 FP inh: 6; UHRF1 MBD2 ctr: 2; MBD2 inh: 2; PLCg1 inh: -1; KLK7 zymogen act: 0.5; ARFGAP1 inhibitor: 7; DDE Tn6 FP inh: 3; ADAM17 inh: -2
`COCCCNc1nc(CC(C)C)nc2c1nnn2Cc1ccccc1` is listed as ASAP1 GAP inh: 2; PLCb3 inh: 0; DDE Tn7 FP inh: 0; UHRF1 MBD2 ctr: 1; MBD2 inh: -1; PLCg1 inh: 2; KLK7 zymogen act: 0.3; ARFGAP1 inhibitor: 8; DDE Tn6 FP inh: 2; ADAM17 inh: 4
`CCCCCCNC(=O)O[C@H]1Cn2c(=O)ccc(=O)n2[C@@H]2CN(S(=O)(=O)c3ccc(C)cc3)C[C@]12O` is listed as ASAP1 GAP inh: 3; PLCb3 inh: 2; DDE Tn7 FP inh: 1; UHRF1 MBD2 ctr: -1; MBD2 inh: 3; PLCg1 inh: 3; KLK7 zymogen act: 0.1; ARFGAP1 inhibitor: -4; DDE Tn6 FP inh: -8; ADAM17 inh: 1

(listing goes on)
SMILES	ASAP1 GAP inh	PLCb3 inh	DDE Tn7 FP inh	UHRF1 MBD2 ctr	MBD2 inh	PLCg1 inh	KLK7 zymogen act	ARFGAP1 inhibitor	DDE Tn6 FP inh	ADAM17 inh
CN(C)CCCN(C(=O)COc1ccc(Cl)cc1)c1nc2c(F)cccc2s1	1	-1	-5	0	2	5	0.3	-11	-5	1
COc1ccc(/C=N/Nc2nc(C(=O)O)cs2)cc1	-6	-15	-2	3	-6	-1	-0.4	-4	-7	-5
Cc1ccc2nc(NNC(=O)c3ccc4c(c3)OCCO4)sc2c1	1	-4	0	-2	-5	-2	-0.2	-13	-1	-3
CC(C)N1CC(C(=O)Nc2ccccc2)CC1=O (configuration not stated)	-18	2	-4	-2	-1	0	-0.9	-1	1	-3
COc1ccc(-c2csc3ncnc(N4CCN(S(=O)(=O)c5ccc(C(C)=O)cc5)CC4)c23)cc1	14	-1	5	-1	2	-1	-1.2	21	-3	5

Arranged by heavy-atom count (falling): part of the list above
SMILES	ASAP1 GAP inh	PLCb3 inh	DDE Tn7 FP inh	UHRF1 MBD2 ctr	MBD2 inh	PLCg1 inh	KLK7 zymogen act	ARFGAP1 inhibitor	DDE Tn6 FP inh	ADAM17 inh
Cc1ccc2nc(NNC(=O)c3ccc4c(c3)OCCO4)sc2c1	1	-4	0	-2	-5	-2	-0.2	-13	-1	-3
COc1ccc2cc(C[C@@H]3CC[C@@H](CNC(N)=O)O3)ccc2c1	-3	-2	6	2	2	-1	0.5	7	3	-2
CC(C)N1CC(C(=O)Nc2ccccc2)CC1=O (configuration not stated)	-18	2	-4	-2	-1	0	-0.9	-1	1	-3

Compounds above with a nitro group on carbon (four):
SMILES	ASAP1 GAP inh	PLCb3 inh	DDE Tn7 FP inh	UHRF1 MBD2 ctr	MBD2 inh	PLCg1 inh	KLK7 zymogen act	ARFGAP1 inhibitor	DDE Tn6 FP inh	ADAM17 inh
O=C(COc1ccccc1[N+](=O)[O-])N/N=C/c1ccccn1	21	3	5	1	2	1	0.6	-15	1	1
COc1cc(/C=N/n2cnnc2)ccc1OS(=O)(=O)c1ccccc1[N+](=O)[O-]	-14	-1	-3	2	2	-4	0.7	1	7	-4
O=c1nc(/C=C/c2cccn2-c2ccc([N+](=O)[O-])cc2)cc(C(F)(F)F)[nH]1	-13	-1	-3	-2	-5	4	-0.5	-4	0	-2
COc1cccc(CNC(=O)Cn2nc([N+](=O)[O-])c(Br)c2C)c1	1	-8	-3	0	-1	2	0.4	5	0	-2
